# Source: PubChem (Broad Institute)
# CD40 NFkB inh: CD40 pathway inhibition in BL2 cells. BL2 NF-kB luciferase reporter, CD40L-induced, 4 h. inhibition, % at 10 µM. actives 0.94% (n = 83,000);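 active = mean inhibition of at least 50% with a set share of replicates also reaching that level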;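 note: 0% = neutral control wells and 100% = IKK inhibitor VII at 50 µM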
# Starred values were filed as active, the others as inactive; & = joins results of further samples; [ ] = another dose, or the depositor's remark.
SMILES,CD40 NFkB inh
CO[C@@H]1CN(C)C(=O)c2cc(NS(=O)(=O)CC(F)(F)F)ccc2OC[C@@H](C)NC[C@@H]1C,-12.5[25 µM]
Cc1nc(C(=O)Nc2ccccc2Cl)cc2c1[nH]c1ccccc12,-2.4
CCS(=O)(=O)Nc1ccc(NC(C)=O)cc1,-8.9
O=C(COC(=O)c1ccc(Cl)cc1[N+](=O)[O-])NCc1ccco1,-12.6
Cc1ccccc1OCC(=O)Nc1ccc(N2CCOCC2)cc1N1CCOCC1,-6.4
C[C@H]1CCCCO[C@@H](CN(C)Cc2ccncc2)[C@@H](C)CN([C@@H](C)CO)C(=O)c2cc(NC(=O)Cc3ccccc3)ccc2O1,-7.3[25 µM]
CC(C)CC#Cc1ccc([C@@H]2[C@H](CO)N3C(=O)CN(C(=O)Nc4cc(F)ccc4F)C[C@@H]23)cc1,15.0[25 µM]
CC(=O)N1CCCCN2[C@@H](CO)[C@H](c3ccc(-c4ccccc4)cc3)[C@@H]2C1,-5.9[25 µM]
Cc1nccn1CCC(=O)O,0.3
O=[N+]([O-])c1ccc(C=NN2CCNC2=S)o1,8.8
CS(=O)(=O)N1Cc2cc(C(=O)NCC3CC3)nc(-c3cccc(-c4cncnc4)c3)c2[C@@H]1CCO,-24.3[25 µM]
CCN(C(=O)COC(=O)CSc1ccc(C)cc1C)c1c(N)n(Cc2ccccc2)c(=O)[nH]c1=O,7.4
Cc1cc(C)nc(N2CCCC(C(=O)Nc3ccc4c(c3)OCO4)C2)n1 (stereo not drawn),9.0
CCCc1cc(=O)[nH]c(SCC(=O)Nc2ccc(C(=O)Nc3ccccc3OC)cc2)n1,21.6
CC1=C(C(=O)OC2CCCC2)C(c2coc3ccc(C)cc3c2=O)C2=C(CCCC2=O)N1 (stereo not drawn),0.8
CCN(CC)S(=O)(=O)c1c(Br)cc(C)cc1Br,7.1
O=S(=O)(c1ccc(Cl)cc1)N1[C@@H]2CNC[C@H]1C2c1ccc(-c2cccnc2)cc1 (stereo partly drawn),1.0&-1.3
COc1ccc(-c2ccc([C@H]3[C@H]4CN(Cc5ccccc5)CC(=O)N4[C@H]3CO)cc2)cc1,-0.4[25 µM]
CCCSc1cc(N)cc([N+](=O)[O-])c1,-0.7
O=C(O)c1cc([N+](=O)[O-])ccc1-c1ccc([N+](=O)[O-])cc1C(=O)O,-5.3
CC1=CC(C)(C)N2C(=O)C3(NCCc4c3[nH]c3ccccc43)c3cccc1c32 (stereo not drawn),15.7
CC1(C)Cc2c(C#N)c(SCc3ccccc3)nc(N3CCOCC3)c2CO1,10.8
O=C1N[C@H](c2ccccc2)COCc2cn(nn2)CC[C@@H]1Cc1cccc(Cl)c1,0.5[25 µM]
CCOC(=O)c1c(N)sc(C(=O)OCCOC)c1C,-43.5
O=C(c1cccc(F)c1)N1C[C@H]2[C@@H](c3ccccc31)[C@H](CO)N2C(=O)C1CC1,0.4
N#C[C@H]1[C@H](c2ccc(C#Cc3ccccc3F)cc2)[C@H](CO)N1C(=O)C1CCCC1,8.7
CCn1c(=O)c(C(=O)NCCCO)c(O)c2ccccc21,-11.6
Nc1nc2ccc(Cc3ccncc3)cc2s1,-59.1
CCOC(=O)c1c(C)[nH]c(-c2csc(C)n2)c1C,-17.3
O=C(C[C@@H]1CC[C@H]2[C@@H](COC[C@@H](O)CN2Cc2nccs2)O1)NCc1ccccc1Cl,-10.1[25 µM]
O=C(Cc1ccccc1)Nc1nnc(-c2ccco2)s1,-5.0
O=C(NCC1CCCN1S(=O)(=O)c1cccs1)C(=O)Nc1ccccc1Cl (stereo not drawn),-20.9
CCS(=O)(=O)c1ccc(S(=O)(=O)CC)s1,11.7
Cn1ncc(Br)c1C(=O)N/N=C/c1cccc(OC2CSC2)c1,-7.6
Cc1ccc(C2C(=O)N(C3CCCC3)CC(=O)N2CC2COc3ccccc3O2)cc1 (stereo not drawn),-0.3
COc1ccc(NC(=O)N(Cc2ccc(C)cc2)Cc2cccnc2)c(OC)c1,-7.7
O=C(CCN1CCC(c2ccccc2)C1)c1cccs1 (stereo not drawn),34.6
CCCN1C[C@@H](C)[C@@H](OC)CN(C)C(=O)c2ccc(NS(=O)(=O)c3cn(C)cn3)cc2OC[C@@H]1C,-3.9[25 µM]
O=C(NCC[C@H]1CC[C@@H](NS(=O)(=O)c2cccc(F)c2)[C@H](CO)O1)C1CCCC1,-5.1
C[C@H](NC(=O)c1ccccc1)C(=O)N1CCC2(CC1)NCCc1[nH]cnc12,7.0
Nc1ncnc2c1ncn2CCc1ccccc1,-30.9
CC(CCc1ccccc1)NC(=O)/C=C/c1ccccc1 (stereo not drawn),-27.2
CCn1cc(S(=O)(=O)Nc2nc3ccc(OC)cc3s2)cn1,1.9
CCCC(C)C(=O)Nc1ccccc1C(=O)OCC (stereo not drawn),10.4
C=CCN1C(=O)c2ccc(C(=O)N3CCN(S(=O)(=O)c4ccccc4Br)CC3)cc2C1=O,7.3
Cn1cnc(S(=O)(=O)Nc2ccccc2N2CCOCC2)c1,-5.3
COc1cccc(-c2csc(NC(=O)Oc3ccccc3)n2)c1,-78.0
CN(/N=C/c1ccncc1)C1=NS(=O)(=O)c2ccccc21,4.5
CCCC/S(C)=N/S(=O)(=O)c1ccc(C)cc1 (stereo not drawn),17.2
O=C(NCc1ccccn1)c1ccccc1OCc1ccc(Cl)cc1Cl,5.1
CCC1CCCCN1C(=O)COc1ccc2c3c(c(=O)oc2c1)CCC3 (stereo not drawn),-9.7
CC(=O)NC1C(=O)N(CC(C)C)c2ccccc21 (stereo not drawn),1.4
CC(=O)c1ccccc1NC(=O)c1cc(S(=O)(=O)N2CCOCC2)ccc1N1CCCC1,5.4
Cc1cc(C(=O)OCCO)c(C#N)c(N)n1,6.3
CCCCn1c(N)c(N(CCC(C)C)C(=O)C2CC(=O)N(Cc3ccc(C)cc3)C2)c(=O)[nH]c1=O (stereo not drawn),5.2
COc1ccc(CN(C)C[C@@H]2Oc3ccc(NC(=O)Nc4c(C)noc4C)cc3C(=O)N([C@@H](C)CO)C[C@H]2C)cc1,-2.2[25 µM]
Cn1c2ccc(F)cc2c2ncn(CCN3CCOCC3)c(=O)c21,-8.2
CCOc1ccc(C(=O)Nc2ccc(N3CCN(C(C)=O)CC3)cc2)cc1[N+](=O)[O-],-17.6
CCC(CC)c1nnc(NC(=O)c2cccnc2SC)s1,13.2
O=C(CC1SC(=O)N(Cc2cccc3ccccc23)C1=O)Nc1nccs1 (stereo not drawn),17.7

# Next part
SMILES,CD40 NFkB inh
Cc1oncc1C(=O)NC1CCCCC1,12.6
Fc1ccccc1COc1ccc(Br)cc1CNCC1CCCO1 (stereo not drawn),12.6
O=S(=O)(c1ccccc1)N1CCCCN2[C@@H](CO)[C@H](c3ccc(C#CC4CCCC4)cc3)[C@@H]2C1,8.7[25 µM]
Cc1c(C(=O)NCc2ccccn2)oc2ccc(S(=O)(=O)N3CCOCC3)cc12,4.5
COc1cccc(C(=O)Nc2ccc3c(c2)C(=O)N(C)[C@H]2CC[C@H](CC(=O)Nc4ccc5c(c4)CCCC5)O[C@@H]2CO3)c1,24.4[25 µM]
C[C@H]1CN([C@@H](C)CO)C(=O)c2ccccc2-c2ccccc2CO[C@H]1CN(C)C(=O)c1ccncc1,-15.9
CC(C)(C)NC(=O)C1Cc2ccccc2CN1 (stereo not drawn),6.8
CCCS(=O)(=O)NC(=O)C1(C)CCCN(C(=O)c2cccc(Cl)c2)C1 (stereo not drawn),3.3
c1ccc(-c2nnc3sc(Cc4cccs4)nn23)cc1,-2.0
CCOC(=O)N1N=C(c2ccccc2)CC1(O)C(C)(F)F (stereo not drawn),1.6
O=S(=O)(N/N=C/c1ccc(OC2CSC2)cc1)c1ccccc1,4.5
O=C1c2ccccc2C(Nc2ccc(Cl)cn2)N1Cc1ccccc1 (stereo not drawn),10.0
O=C(c1ccccc1-c1nc(-c2ccccc2)no1)N1CCOCC1,-7.5
COc1ccc(C(=O)CN2C(=O)NC3(CCc4ccccc43)C2=O)cc1 (stereo not drawn),-5.3
CCOc1ccc(C(C)=O)cc1CN1C(=O)NC(C)(C2CC2)C1=O (stereo not drawn),8.0

# Three compounds from above, sorted by the number in CD40 NFkB inh, descending:
structure | CD40 NFkB inh
O=S(=O)(N/N=C/c1ccc(OC2CSC2)cc1)c1ccccc1 | 4.5
CCCS(=O)(=O)NC(=O)C1(C)CCCN(C(=O)c2cccc(Cl)c2)C1 (stereo not drawn) | 3.3
COc1ccc(C(=O)CN2C(=O)NC3(CCc4ccccc43)C2=O)cc1 (stereo not drawn) | -5.3

# Rewritten with values ahead of the structure: 4 of the compounds above
CD40 NFkB inh	SMILES
12.6	Cc1oncc1C(=O)NC1CCCCC1
12.6	Fc1ccccc1COc1ccc(Br)cc1CNCC1CCCO1 (stereo not drawn)
8.7[25 µM]	O=S(=O)(c1ccccc1)N1CCCCN2[C@@H](CO)[C@H](c3ccc(C#CC4CCCC4)cc3)[C@@H]2C1
4.5	Cc1c(C(=O)NCc2ccccn2)oc2ccc(S(=O)(=O)N3CCOCC3)cc12

# (further entries)
SMILES,CD40 NFkB inh
C=CCN(C(=O)C1CC(=O)N(C2CCCC2)C1)c1nc(-c2ccc(S(C)(=O)=O)cc2)cs1 (stereo not drawn),-15.7
CC(C)(C)NC(=O)COC(=O)Cc1ccc(Cl)cc1,19.4
C=CC1=C(C(=O)O)N2C(=O)C(NC(=O)Cc3ccccc3)C2SC1 (stereo not drawn),-1.7
O=C(CN1CCCCC1)NCCNC(=O)CN1CCCCC1,1.0
CCOC(=O)N1CCC(NC(=O)c2cc(S(=O)(=O)N3CCCC3)cn2C)CC1,7.5
COc1ccc(C(N)c2csc(Nc3ccc(C(F)(F)F)cn3)n2)cc1 (stereo not drawn),19.1
O=S(=O)(NCc1nc(-c2ccccc2)no1)c1ccc(F)cc1,1.0
CCOC(=O)C1CCN(C(=O)C2CCCN(S(=O)(=O)c3ccc(OCC)c(Cl)c3)C2)CC1 (stereo not drawn),-17.7
C[C@H]1CN([C@@H](C)CO)C(=O)c2cccc(NC(=O)C3CCOCC3)c2O[C@H]1CN(C)Cc1ccncc1,-10.9[25 µM]
N#CC(CC(=O)c1ccc(F)cc1)c1ccc2c(c1)OCO2 (stereo not drawn),-4.1
CCCOC(=O)c1cccc(NC(=O)C(C)(C)C)c1,-15.5
O=C(C1CC1)N1CCCCN2[C@@H](CO)[C@H](c3ccc(C#CC4CCCC4)cc3)[C@@H]2C1,10.1[25 µM]
Cc1cccc2sc(NC(=O)CCNC(=O)c3ccco3)nc12,0.9
Cn1c(=O)c2cc(S(=O)(=O)NC(Cc3ccccc3)C(=O)NCC3CCCO3)ccc2n(C)c1=O (stereo not drawn),3.5
CC1(C)CC2CC(C)(CN2c2ncnc3ccc(Br)cc23)C1 (stereo not drawn),39.8
N#C[C@H]1[C@H](c2ccc(-c3cccnc3)cc2)[C@@H](CO)N1C(=O)C1CCOCC1,-6.0[25 µM]
Cc1onc(-c2ccccc2)c1C(=O)Nc1cccc(S(=O)(=O)NC2=NCCC2)c1,16.2
CC(NCc1ccncc1)C12CC3CC(CC(C3)C1)C2 (stereo not drawn),27.2
COc1ccc2c3c(n(C)c2c1)[C@H](CO)N(Cc1ccccc1)CC31CN(CC2CC2)C1,-8.6[25 µM]
O=C(CCNC(=O)c1ccccc1)Nc1nc2ccccc2s1,38.8
CCC(=O)N1[C@@H](CO)[C@@H]2c3ccccc3N(C(=O)Nc3ccc(Cl)cc3)C[C@@H]21,10.9[25 µM]
O=C(COC(=O)CC1CCCC1)Nc1ccc(Cl)cn1,0.7
CC(=O)c1ccc(Nc2nc(C(N)C3CCCCC3)cs2)cc1 (stereo not drawn),2.3
O=C(Nc1ccc(N2CCN(C(=O)c3cccs3)CC2)cc1)c1ccc(Br)o1,-18.7
C=CCNC(=S)N1CCC(C(=O)c2ccc3c(c2)OCCO3)CC1,-7.4
Cc1nc2cc(NC(=O)N3CCCC3)ccc2n1C,-8.8
COc1ccc(C(=O)CN2C(=O)NC3(CCCc4ccccc43)C2=O)cc1 (stereo not drawn),-5.7
Cc1occc1-c1nc(-c2ccccn2)no1,-47.7
N#Cc1nc(Cc2ccccc2)oc1N1CCN(c2ccccc2)CC1,-7.2
CCOC(=O)c1ccc(COC(=O)c2nonc2N)cc1,-0.6

# The last three entries of the section before open the next one:
SMILES,CD40 NFkB inh
Cc1occc1-c1nc(-c2ccccn2)no1,-47.7
N#Cc1nc(Cc2ccccc2)oc1N1CCN(c2ccccc2)CC1,-7.2
CCOC(=O)c1ccc(COC(=O)c2nonc2N)cc1,-0.6
O=C(c1ccc(F)cc1)N1C[C@@H]2[C@H](c3ccccc31)[C@H](CO)N2C(=O)c1ccccc1,-6.5
CC1(c2ccc([N+](=O)[O-])cc2)Nc2ccccc2S1 (stereo not drawn),-77.9
CCCCOc1cccc(C(=O)O)c1,9.4
CC(=NNc1nc2ccccc2o1)c1cc2ccccc2cn1,-10.3
CCNS(=O)(=O)c1cc(S(C)(=O)=O)ccc1Cl,3.6
O=C(NC[C@H]1[C@H](c2ccccc2)[C@H](CO)N1Cc1cccnc1)c1ccccn1,0.2[25 µM]
Cc1onc(-c2c(F)cccc2Cl)c1C(=O)OCC(=O)NC1CC1,16.6
Cc1c(C(=O)N2CCC2)oc2c(F)cccc12,3.7
Cc1nccn1CCC(=O)NC1CC(C)(C)Cc2c1cnn2-c1ccccc1 (stereo not drawn),13.0
COC(=O)CC/C(C)=N\Nc1ccc([N+](=O)[O-])cc1[N+](=O)[O-],2.5

# This is a subset; count on the stated rates, not on these rows.
